# DNMT1 block = inhibitors of human DNMT1 | P26358 | DNMT1 molecular beacon, Hinp1I cleavage, fluorescence | inhibition (reported as % activation of signal), % at 10 µM | hit rate 0.83% among 360,000; in the data active = inhibition above about 50%
# Scp-1 inhibitor = inhibitors of human Scp-1 phosphatase; Q9GZU7; Recombinant Scp1, phosphopeptide, malachite green phosphate absorbance; inhibition, % at 20 µM; hit rate 0.88% among 340,000;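 active = inhibition above about 50% at 20 µM, limit read from the data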;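 also: plate controls were DMSO wells with enzyme for no effect and wells lacking enzyme for full effect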
# Target sequence (Q9GZU7 76-261 limits assumed): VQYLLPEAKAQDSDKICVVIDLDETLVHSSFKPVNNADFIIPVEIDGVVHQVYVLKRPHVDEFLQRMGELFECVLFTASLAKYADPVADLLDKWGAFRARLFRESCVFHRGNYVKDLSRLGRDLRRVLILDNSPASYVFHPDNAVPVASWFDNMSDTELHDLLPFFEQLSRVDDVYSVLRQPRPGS
#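 Incubation: 45 min enzyme reaction at room temperature / System: truncated SCP-1 phosphatase (76-261aa) / Reagent: Phospho 17-mer peptide substrate / Buffer or medium: Acidic Tris acetate buffer with magnesium and detergent / Signal: absorbance at 630 nm / Doses: one concentration, 20 µM, with 1.0% DMSO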
# LMPTP block = blocks human LMPTP phosphatase; AID 651560; recombinant LMPTP-A, OMFP fluorogenic substrate, fluorescence intensity; P24666; hit rate 0.22% among 360,000; inhibition, % at 20 µM;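 active = compounds that cut the enzyme signal by at least half of the control window in the single-dose screen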;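 also: plate controls were DMSO wells with enzyme plus substrate for no effect and substrate without enzyme for full effect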
#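 material = LMPTP-A | quantity = 0.625 nM enzyme | reagent = OMFP substrate, 400 µM final | buffer or medium = Bis-Tris pH 6.0, DTT, detergent | detection = endpoint fluorescence intensity from OMFP dephosphorylation | dosing = single 20 µM dose | read-out basis = % inhibition relative to no-enzyme and uninhibited control wells | control set = no-enzyme and uninhibited controls | timing = 50 min at room temperature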
# TbMetRS inhib = blocks T. brucei methionyl-tRNA synthetase activity; inhibition, % at 11.9 µM; purified T. brucei MetRS, ATP depletion, Kinase-Glo luminescence; AID 624268; hit rate 0.4% among 360,000;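 active = inhibition above a per-plate cutoff of the control wells' mean inhibition plus 3 SD, cut at about 5.5% in these data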;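 also: 0% = DMSO wells median and 100% = median of wells with control inhibitor compound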
#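 Material: parasite MetRS enzyme / Replication: singlicate, one well per compound / Signal: luminescence of leftover ATP / Schedule: 2 h aminoacylation at 25 °C after 15 min preincubation / Medium: HEPES-MgCl2-KCl buffer plus DTT, spermine, BSA, pyrophosphatase / Doses: 11.9 µM single point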
# Rpn11 inh = Rpn11 (human) deubiquitinase inhibition | O00487 | human 26S proteasome, Ub4-pepOG fluorescence polarization; 20S core pre-blocked with epoxomicin | calls only at 20 µM | hit rate 0.59% among 360,000 | AID 588493;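 active = inhibition at 20 µM, scaled to each plate's controls, above about 33%, limit read from the data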
# SUMO1 PPI mod = modulators of human SUMO1-mediated protein-protein interactions; hit rate 0.33% among 360,000; inhibition, % at 20 µM; SUMO1 binding to a labelled peptide, TR-FRET, 1 h; P63165; in the data active = inhibition above about 37%
# Target sequence (P63165 whole entry, looked up): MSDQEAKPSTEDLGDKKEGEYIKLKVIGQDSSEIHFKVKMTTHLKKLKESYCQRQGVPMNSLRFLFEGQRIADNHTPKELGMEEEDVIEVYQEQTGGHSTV
# STEP inh = STEP (human) phosphatase inhibition; recombinant STEP, OMFP fluorogenic substrate, fluorescence; inhibition, % at 20 µM; AID 588621; hit rate 0.25% among 360,000;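 active = inhibition at 20 µM, scaled per plate between control wells, above about 37%, limit read from the data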;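 also: 0% = DMSO with enzyme and substrate and 100% = substrate only without enzyme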
# Target sequence (P54829 whole entry, looked up): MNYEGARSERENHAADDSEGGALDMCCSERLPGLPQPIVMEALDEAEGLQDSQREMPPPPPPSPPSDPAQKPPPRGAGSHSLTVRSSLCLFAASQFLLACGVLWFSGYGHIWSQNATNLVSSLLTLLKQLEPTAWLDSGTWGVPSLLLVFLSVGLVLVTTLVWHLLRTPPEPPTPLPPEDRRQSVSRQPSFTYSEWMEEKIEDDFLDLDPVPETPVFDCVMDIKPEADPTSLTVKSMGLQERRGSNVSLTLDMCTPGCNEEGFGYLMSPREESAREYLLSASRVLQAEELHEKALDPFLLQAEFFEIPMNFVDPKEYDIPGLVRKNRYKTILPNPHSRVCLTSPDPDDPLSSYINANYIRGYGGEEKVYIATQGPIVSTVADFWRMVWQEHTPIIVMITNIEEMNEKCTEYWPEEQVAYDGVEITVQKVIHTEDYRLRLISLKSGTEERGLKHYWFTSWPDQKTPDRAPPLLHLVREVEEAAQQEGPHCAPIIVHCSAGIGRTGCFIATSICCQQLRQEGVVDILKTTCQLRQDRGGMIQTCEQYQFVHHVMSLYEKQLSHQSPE
#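 Measure: Control-normalized % inhibition with plate pattern correction | Test system: STEP phosphatase, cell-free reaction | Medium: pH 6.0 Bis-Tris with DTT and Tween 20 | Technique: Fluorescence, 480/540 nm | Times: Reaction 20 min, ambient temperature | Doses: Single compound dose of 20 µM, 1% DMSO final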
# NadD inh = blocks S. aureus nicotinate mononucleotide adenylyltransferase | purified NadD enzyme, colorimetric absorbance read-out | inhibition, % at 20 µM | hit rate 0.78% among 360,000 | AID 602399; in the data active = inhibition above about 26%; also: some compounds past the cut are filed as inactive
# CSN deneddyl inh = blocks human CSN-mediated cullin deneddylation; hit rate 0.38% among 360,000; AID 651999; inhibition, % at 12.5 µM; Purified CSN, SCF-Nedd8-OG deneddylation, fluorescence polarization;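 active = pattern-corrected inhibition above about 35%, with an unprinted fluorescence ratio check between 0.5 and 1.5, limit read from the data, passing the limit was not always enough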;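 also: 0% = enzyme with substrate and 100% = substrate without enzyme; some results filed as inactive read as strong as hits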
#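 assay system = purified human Csn5 enzyme expressed in HEK293T cells | amount = 0.24 nM enzyme | buffer or medium = Tris/NaCl/DTT buffer, pH 7.5 | reagent = 10 nM SCFSkp2-Nedd8OG | compound = one concentration, 12.5 µM, 0.25% DMSO | times = 90 min reaction at room temperature | signal = FP | read-out basis = % inhibition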
# MsrA inh = inhibitors of bovine MsrA. purified bovine MsrA, absorbance read-out. inhibition, % at 15.5 µM. hit rate 0.75% among 360,000. AID 651718; in the data active = inhibition above about 4.5%;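 also: 0% = vehicle wells with enzyme and 100% = reference inhibitor wells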
# * marks the source's active call; other numbers are inactive results; i = inactive; nt = no result given.
# Abbreviations: A = DNMT1 block; B = Scp-1 inhibitor; C = LMPTP block; D = TbMetRS inhib; E = Rpn11 inh; F = SUMO1 PPI mod; G = STEP inh; H = NadD inh; I = CSN deneddyl inh; J = MsrA inh
1: CCCCNC(=O)C(C)N(CCN(C)C)C(=O)CCCN1C(=O)NC(c2ccc(Cl)cc2)C(C(=O)OCc2ccccc2)=C1C (centres undefined)
  A = -4; B = -4; C = -1.7; D = 0.4; E = i; F = -14; G = 1; H = 5; I = 1; J = -0.6
2: Cc1nc(C)n(C(C)CNS(=O)(=O)c2ccc(Cl)cc2)n1 (centres undefined)
  A = 1; B = -4; C = -1.2; D = 0.3; E = i; F = 0; G = -2; H = -6; I = 0; J = -1.0
3: COc1cccc(C(=O)NCC(=O)OCC(=O)Nc2cc(OC)c([N+](=O)[O-])cc2C)c1
  A = 3; B = 3; C = 1.3; D = -0.8; E = i; F = -14; G = -2; H = 1; I = -7; J = 0.4
4: C=CCNC(=O)[C@@H]1CSC2c3ccc(OC)c(OC)c3C(=O)N21 (some centres undefined)
  A = -3; B = -7; C = -0.5; D = -1.3; E = i; F = 2; G = -1; H = -1; I = 3; J = -0.6
5: CC1(C(=O)Nc2nnc(SCc3ccccc3)s2)Cc2ccccc2C(=O)O1 (centres undefined)
  A = 1; B = -13; C = 0.2; D = 0.0; E = i; F = 3; G = 1; H = -9; I = 0; J = -0.4
6: CCOC(=O)C1C(=O)CC(C)(O)C(C(=O)OCC)C1c1ccc([N+](=O)[O-])cc1 (centres undefined)
  A = 5; B = 11; C = -0.8; D = -0.6; E = i; F = -13; G = 1; H = -9; I = -2; J = 0.2
7: O=C(COC(=O)c1cc(-c2cccc(Br)c2)nc2ccccc12)NCC1CCCO1 (centres undefined)
  A = -6; B = 3; C = 4.4; D = -1.2; E = i; F = -13; G = -2; H = -7; I = -4; J = 1.0
8: Cc1ccccc1NC(=S)N/N=C1\CC(C)(C)Oc2ccc(O)cc21
  A = -8; B = 10; C = 3.1; D = -1.1; E = i; F = -1; G = -2; H = 3; I = 5; J = 4.2
9: N#CCCCSC1=C(C#N)C(c2ccccc2Cl)CC(=O)N1 (centres undefined)
  A = 2; B = -7; C = -1.0; D = -0.8; E = i; F = 0; G = -2; H = -6; I = -2; J = 0.0
10: Cc1onc(-c2ccccc2Cl)c1C(=O)Nc1nnc(-c2ccc(F)cc2)s1
  A = -1; B = -4; C = -0.4; D = -0.5; E = i; F = 13; G = 0; H = 0; I = -4; J = 2.3
11: COCCNC(=O)C1CCCN(C(=O)c2csc3ccccc23)CC1 (centres undefined)
  A = 0; B = nt; C = 0.7; D = -0.4; E = i; F = 3; G = -4; H = 3; I = -5; J = -0.2
12: CC(=O)N1CCN(S(=O)(=O)c2cccc(C(=O)Nc3nc4c(s3)CCCC4)c2)CC1
  A = -1; B = 9; C = 1.0; D = -0.4; E = i; F = -1; G = 1; H = 3; I = 0; J = 0.8
13: O=C(NN=C(Cc1ccccc1)Cc1ccccc1)c1ccccc1O
  A = 11; B = -8; C = -0.4; D = 0.2; E = i; F = 8; G = 4; H = 4; I = 0; J = 2.8
14: CCCCc1ncc(CN2CCC(n3nccc3NC(=O)c3ccccc3Cl)CC2)[nH]1
  A = 5; B = 3; C = 1.7; D = -0.7; E = i; F = 0; G = -1; H = -5; I = 1; J = 1.6
15: O=C(C[n+]1ccccc1)c1ccc(Cl)cc1
  A = -2; B = 18; C = -0.4; D = -0.2; E = i; F = 0; G = 0; H = 5; I = 4; J = -1.4
16: O=C(NC1CCN(C(=S)Nc2ccc(Cl)cc2)CC1)C1CCCCC1
  A = 11; B = -3; C = -0.8; D = -1.1; E = i; F = 4; G = 2; H = -3; I = 0; J = 0.4
17: Cc1cc(Nc2cccc([N+](=O)[O-])c2)n2c(nc3ccccc32)c1C#N
  A = -4; B = -11; C = 0.3; D = 1.1; E = i; F = -1; G = 1; H = 12; I = 4; J = 0.8
18: Cc1ccc2nc(NC(=O)c3ccc(Br)o3)sc2c1
  A = 5; B = -6; C = 1.6; D = -2.1; E = i; F = 1; G = 0; H = -6; I = -2; J = -0.3
19: OCC[C@H]1C[C@H](O)[C@@H](O)[C@]2(Cc3ccccc3O2)O1
  A = -1; B = -8; C = -1.2; D = -0.3; E = i; F = 0; G = -1; H = -3; I = -1; J = 0.9
20: CCN(CC)S(=O)(=O)c1cccc(-c2nnc(SCC(=O)NC3CCCC3)n2N)c1
  A = -1; B = 0; C = -0.9; D = -0.3; E = i; F = 4; G = 4; H = 0; I = -2; J = 1.3
21: CC(=O)c1ccc(NC(=O)CSc2n[nH]c(-c3cccnc3)n2)cc1
  A = 0; B = -4; C = 0.1; D = -0.6; E = i; F = -2; G = 3; H = -5; I = -2; J = 1.1
22: COc1ccc(-c2noc(CCC(=O)NC3CCCC3)n2)cc1
  A = -2; B = -10; C = 1.0; D = 0.6; E = i; F = 5; G = -2; H = 3; I = 1; J = -0.9
23: COc1ccc(Oc2coc3cc(OC(=O)/C=C/c4ccc(F)cc4)ccc3c2=O)cc1
  A = 15; B = -11; C = 1.1; D = 0.0; E = i; F = -2; G = 2; H = 2; I = 6; J = -0.7
24: O=[N+]([O-])c1ccc(-c2nc(-c3ccncc3)no2)cc1
  A = 3; B = 11; C = 0.1; D = 0.1; E = i; F = -30; G = -1; H = -5; I = -2; J = 1.2
25: CNC(=O)NC(=O)C(NC1CCCc2ccccc21)c1ccccc1 (centres undefined)
  A = -2; B = -7; C = 0.7; D = -1.0; E = i; F = 1; G = 0; H = -3; I = 11; J = -1.3
26: CCCCC(=O)Nc1cccc(NC(=S)NC(=O)Cc2ccccc2)c1
  A = -2; B = -7; C = 0.7; D = -0.3; E = i; F = 2; G = 0; H = -7; I = -14; J = 0.1

# Some of the entries so far, with bars between the fields:
no. | SMILES | DNMT1 block | Scp-1 inhibitor | LMPTP block | TbMetRS inhib | Rpn11 inh | SUMO1 PPI mod | STEP inh | NadD inh | CSN deneddyl inh | MsrA inh
15 | O=C(C[n+]1ccccc1)c1ccc(Cl)cc1 | -2 | 18 | -0.4 | -0.2 | i | 0 | 0 | 5 | 4 | -1.4
16 | O=C(NC1CCN(C(=S)Nc2ccc(Cl)cc2)CC1)C1CCCCC1 | 11 | -3 | -0.8 | -1.1 | i | 4 | 2 | -3 | 0 | 0.4
17 | Cc1cc(Nc2cccc([N+](=O)[O-])c2)n2c(nc3ccccc32)c1C#N | -4 | -11 | 0.3 | 1.1 | i | -1 | 1 | 12 | 4 | 0.8
18 | Cc1ccc2nc(NC(=O)c3ccc(Br)o3)sc2c1 | 5 | -6 | 1.6 | -2.1 | i | 1 | 0 | -6 | -2 | -0.3
19 | OCC[C@H]1C[C@H](O)[C@@H](O)[C@]2(Cc3ccccc3O2)O1 | -1 | -8 | -1.2 | -0.3 | i | 0 | -1 | -3 | -1 | 0.9
20 | CCN(CC)S(=O)(=O)c1cccc(-c2nnc(SCC(=O)NC3CCCC3)n2N)c1 | -1 | 0 | -0.9 | -0.3 | i | 4 | 4 | 0 | -2 | 1.3
21 | CC(=O)c1ccc(NC(=O)CSc2n[nH]c(-c3cccnc3)n2)cc1 | 0 | -4 | 0.1 | -0.6 | i | -2 | 3 | -5 | -2 | 1.1
22 | COc1ccc(-c2noc(CCC(=O)NC3CCCC3)n2)cc1 | -2 | -10 | 1.0 | 0.6 | i | 5 | -2 | 3 | 1 | -0.9
23 | COc1ccc(Oc2coc3cc(OC(=O)/C=C/c4ccc(F)cc4)ccc3c2=O)cc1 | 15 | -11 | 1.1 | 0.0 | i | -2 | 2 | 2 | 6 | -0.7
24 | O=[N+]([O-])c1ccc(-c2nc(-c3ccncc3)no2)cc1 | 3 | 11 | 0.1 | 0.1 | i | -30 | -1 | -5 | -2 | 1.2

# Screening results (PubChem BioAssay)
